MEP2 TOR yeast – modulators of MEP2-GFP levels in yeast, primary screen, S. cerevisiae, multiplex flow cytometry, MLPCN library. S. cerevisiae MEP2-GFP strain, 3 h; 100% = DMSO control level. GFP response vs DMSO, % at 10 µM. 330,000 compounds, 0.51% hits. AID 2016, 2009;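 active = GFP response versus DMSO above a set limit, roughly screen mean plus 3 SD, cut at about 180% in these data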;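 note: median GFP fluorescence of the barcode-gated MEP2-GFP cells per well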
RPL19A-GFP yeast – RPL19A-GFP expression modulators in yeast, primary screen, cell-based, S. cerevisiae, multiplex flow cytometry, MLPCN | 330,000 compounds, 0.3% hits | AID 2025, 2009 | percent response vs DMSO, % at 10 µM | S. cerevisiae RPL19A-GFP strain, 3 h; active compounds read low;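 active = percent response vs DMSO below 50%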;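 note: median channel GFP fluorescence of the barcoded RPL19A-GFP strain; ratio of sample median GFP to plate DMSO average so 100% = DMSO; lower means less RPL19A-GFP as with rapamycin TOR inhibition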
AHR act – AHR activators, primary screen, cell-based, luminescence, luciferase reporter, human. AHR-responsive luciferase reporter cells. activation, % at 5 µM. 320,000 compounds, 2.5% hits. AID 2796, 2010; in the data active = activation above about 47%;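 note: 0% = vehicle wells and 100% = reference agonist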
procasp7 counter – procaspase-7 activators, primary screen, counter-screen for procaspase-3 activator project, biochemical, absorbance, HTS, human | 330,000 compounds, 0.093% hits | Caspase-7 (Homo sapiens), P55210 | activation, % at 8.5 µM | AID 463210, 2010 | recombinant procaspase-7, Ac-DEVD-pNA absorbance 405 nm; D23A/D198A/D206A triple mutant, cannot self-cleave; scale: DMSO 0, 5 µM enzyme 100;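 active = percent activation above the screen-wide mean plus 3 SD, cut at about 25% in these data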
Target sequence (P55210 whole entry D23A/D198A/D206A): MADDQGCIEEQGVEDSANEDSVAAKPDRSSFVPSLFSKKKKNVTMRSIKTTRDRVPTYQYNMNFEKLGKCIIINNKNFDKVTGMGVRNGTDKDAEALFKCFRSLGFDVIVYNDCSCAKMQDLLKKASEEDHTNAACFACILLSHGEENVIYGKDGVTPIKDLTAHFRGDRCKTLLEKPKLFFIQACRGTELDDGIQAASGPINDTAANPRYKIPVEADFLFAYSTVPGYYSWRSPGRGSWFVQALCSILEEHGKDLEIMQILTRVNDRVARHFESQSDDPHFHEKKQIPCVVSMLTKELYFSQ
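Replicates: singlicate. Assay system: Procaspase-7 triple mutant (PC-7 D3A). Signal: 405 nm absorbance of p-nitroaniline. Times: 1 h preincubation, 2 h reaction. Buffer or medium: Zinc-free HEPES pH 7.4 with 300 mM NaCl, 0.01% Triton X-100. Also added: DEVD-pNA substrate. Benchmarks: DMSO wells as 0%, DMSO with 5 µM added PC-7 as 100%.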
LAP4 TOR yeast – modulators of LAP4-GFP expression in yeast, primary screen, S. cerevisiae, multiplex flow cytometry, MLPCN library; 3 h; median GFP as percent of DMSO wells; GFP response vs DMSO, % at 10 µM; 320,000 compounds, 0.34% hits; AID 2023, 2009;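 active = GFP response vs DMSO above a set limit, about the screen mean plus 3 SD, cut at about 150% in these data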
AGP1-GFP MLPCN – modulators of AGP1-GFP expression in yeast TOR pathway, primary screen, cell-based, multiplex flow cytometry, S. cerevisiae, MLPCN library | 3 h; GFP as percent of DMSO wells | GFP response vs DMSO, % at 10 µM | 320,000 compounds, 0.02% hits | AID 2066, 2009;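 active = GFP response relative to DMSO above a set limit, near screen average plus 3 SD, cut at about 150% in these data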;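 note: median GFP channel fluorescence of the gated AGP1 strain per well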
procasp3 activ – activators of human procaspase-3 D3A mutant, primary screen, biochemical, absorbance, PC-3 D3A mutant, single concentration | Caspase-3 (Homo sapiens), P42574 | recombinant procaspase-3 D3A, Ac-DEVD-pNA absorbance 405 nm | activation, % at 8.5 µM | 330,000 compounds, 0.11% hits | AID 463141, 2010;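 active = activation above the mean of all tested compounds plus 3 SD, cut at about 21% in these data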;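 note: 0% = DMSO alone and 100% = DMSO wells spiked with extra 5 µM PC-3 D3A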
Target sequence (P42574 whole entry D9A/D28A/D175A): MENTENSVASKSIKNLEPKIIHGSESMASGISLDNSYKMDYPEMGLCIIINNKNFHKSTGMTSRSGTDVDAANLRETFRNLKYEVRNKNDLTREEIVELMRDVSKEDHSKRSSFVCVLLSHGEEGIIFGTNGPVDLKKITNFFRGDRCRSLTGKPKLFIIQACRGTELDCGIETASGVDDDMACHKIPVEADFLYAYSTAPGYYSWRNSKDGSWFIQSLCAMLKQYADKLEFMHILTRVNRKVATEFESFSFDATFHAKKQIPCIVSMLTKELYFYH
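Assay system: Procaspase-3 D3A mutant, all three cleavage aspartates alanine. Buffer or medium: Zinc-free HEPES saline buffer with Triton X-100. Times: 1 h compound preincubation, 2 h substrate hydrolysis at 25 °C. Measured by: 405 nm absorbance of p-nitroaniline, reads at 0 and 120 min. Read-out basis: percent activation relative to control range. Replicates: singlicate.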
CIT2-GFP yeast – modulators of CIT2-GFP expression in yeast, primary screen, S. cerevisiae, GFP fusion, multiplex flow cytometry, MLPCN library; 320,000 compounds, 0.065% hits; AID 2029, 2009; S. cerevisiae CIT2-GFP strain, 3 h; 100 means same as DMSO wells; GFP response vs DMSO, % at 10 µM;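 active = GFP response relative to DMSO above a set limit, near the screen mean plus 3 SD, cut at about 150% in these data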;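 note: ratio of well median GFP fluorescence to mean of DMSO wells on the plate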
Active calls of the source: *; nt = not tested or not shown.

canonical_smiles	CIT2-GFP yeast	procasp7 counter	procasp3 activ	AGP1-GFP MLPCN	AHR act	RPL19A-GFP yeast	LAP4 TOR yeast	MEP2 TOR yeast
Nc1ncnc2c1ncn2[C@@H]1O[C@H](COP(=O)(O)OP(=O)(O)OP(=O)(O)O)[C@@H](O)[C@H]1O	95	14	6	96	-3	98	100	92
C/C(=N\NC(=O)Cc1cccc2ccccc12)c1ccncc1	105	-9	-4	102	17	103	97	105
COc1cc2cnc(-c3ccccc3)c(-c3cc(OC)c(OC)c(OC)c3)c2cc1OC	108	4	17	107	0	103	103	85
O=C1NC(=O)[C@@H]2C3c4ccccc4C=CN3[C@H](C(=O)c3cccs3)[C@H]12 (some centres not stated)	104	-4	4	105	42	nt	94	92
O=C1NC(c2ccc(Br)cc2)Oc2ccccc21 (configuration not stated)	98	11	5	94	-5	102	95	96
COC(=O)c1c(C)oc2ccc(N(C(=O)Oc3ccccc3)S(=O)(=O)c3ccccc3)cc12	109	4	-2	100	0	104	111	128
CCc1ccc(NC(=O)C(C)OC(=O)c2cc(=O)[nH]c3ccc(S(=O)(=O)Nc4ccc(F)cc4)cc23)cc1 (configuration not stated)	105	4	0	97	-3	101	90	107
Cc1ccc(SCC(=O)Nc2ccccc2N2CCOCC2)cc1	95	-3	2	97	2	101	99	103
O=C(N/N=C/c1cccc(F)c1)c1cc(-c2ccco2)nc2ccccc12	99	-26	-16	87	10	97	97	105
CCN(CC)S(=O)(=O)c1cccc(NC(=O)CC2CCCC2)c1	109	5	1	100	0	104	98	107
Cc1cccc(C)c1OCc1cc(C(=O)NCc2cn(C)nc2C)no1	101	-4	0	107	-5	108	95	99
COC(=O)Cc1csc(NC(=O)CSc2nnc3ccccn23)n1	99	-6	7	100	-2	101	92	99
Cc1ccnc(SCCn2c(N3CC(C)CC(C)C3)nc3c2c(=O)n(C)c(=O)n3C)n1 (configuration not stated)	99	1	6	99	1	99	105	103
COc1cccc(N=c2oc3cc(O)ccc3cc2C(=O)NCC2CCCO2)c1 (configuration not stated)	102	-18	-24	43	-1	104	107	105
Cc1ccc(NC(=O)CSc2nc3c(c(=O)[nH]2)CCC3)c(C)c1	104	2	9	96	3	98	97	89
Cc1ccc(S(=O)(=O)N2CCOCC2)cc1NC(=O)COC(=O)c1ccc(OCc2c(C)noc2C)cc1	103	-2	8	107	26	107	103	103
CCCCC(=O)Nc1ccc(C(=O)N2CCCC(C(=O)OCC)C2)cc1 (configuration not stated)	95	-7	10	102	-2	96	97	98
c1cncc(CN=C2Nc3ccccc3CS2)c1	98	-1	-2	103	7	95	105	92
CC(=O)Nc1cccc(OCc2c(F)cccc2Cl)c1	102	-5	2	97	-1	97	113	103
CCCCOc1ccccc1NC(=O)Cn1c(-c2nonc2N)nc2ccccc21	96	-12	5	99	13	98	101	102
O=c1[nH]c(NCCO)nc2c1C1(CCCC1)Cc1ccccc1-2	111	-4	-4	107	2	101	100	104
CC(C)c1ccccc1NC(=S)NC1CCCCC1	104	6	-1	105	3	99	108	102
CC(C)CN(CCCNC(=O)CN1C(=O)CSc2ccc(S(=O)(=O)N3CCOCC3)cc21)CC(C)C	101	4	10	102	0	96	99	98
COc1ccc(-c2cc(C(=O)Nc3cc(OC)c(OC)c(OC)c3)no2)cc1	103	1	-5	98	0	107	98	109
Cn1c(=O)[nH]c(=O)c2c1nc(N1CCCCC1)n2CC(O)COc1ccccc1 (configuration not stated)	98	0	1	96	1	95	95	101
CC(NC(=O)CN1C(=O)c2ccccc2C1=O)c1ccccc1 (configuration not stated)	105	4	-7	110	-1	106	100	104
N#C/C(C(=O)NCc1ccccc1)=C1/SC(Cc2ccc(Cl)cc2)C(=O)N1c1ccccc1 (configuration not stated)	102	0	-4	101	-1	107	96	103
O=C1CC(c2ccc(F)cc2)Sc2ccccc2N1 (configuration not stated)	99	5	3	102	5	103	105	100
O=C(NCC1CCCO1)c1csc(Nc2cccc3ccccc23)n1 (configuration not stated)	104	3	-2	97	44	94	104	113
COC(=O)C1C(=O)OC(C)(C)C1C(C)C(=O)c1ccc(C)cc1C (configuration not stated)	98	1	2	99	3	101	97	100

(more compounds)
canonical_smiles	CIT2-GFP yeast	procasp7 counter	procasp3 activ	AGP1-GFP MLPCN	AHR act	RPL19A-GFP yeast	LAP4 TOR yeast	MEP2 TOR yeast
CC(N=C1NS(=O)(=O)c2ccccc21)C(=O)NCc1ccc2c(c1)OCO2 (configuration not stated)	109	10	4	106	1	101	98	100
CCCCNS(=O)(=O)c1ccc2nc(-c3cccnc3)cc(C(=O)NC(C)CC)c2c1 (configuration not stated)	107	1	0	103	0	99	102	103
Cc1cccc(-n2c(CNC(=O)c3cccc([N+](=O)[O-])c3C)n[nH]c2=S)c1	94	-7	2	97	-1	94	116	96
CC(=O)c1cccc(NC(=O)NC2CCCc3ccccc32)c1 (configuration not stated)	113	2	3	115	3	110	113	107
COc1ccc(/C=C/c2nnc(NC(=O)COc3ccc(C)cc3)s2)cc1	96	-7	2	93	17	99	99	100
Cc1ccc(C)c(N(C(=O)c2csnn2)C(C(=O)NC2CCCC2)c2ccncc2)c1 (configuration not stated)	104	-3	14	102	-2	104	101	107
C=CCN(CC=C)C(=O)C1CCN(S(=O)(=O)c2ccc(-n3cnnn3)cc2)CC1	103	0	7	107	2	102	101	106
Cc1ccc(P(C)(=O)c2ccc(C)cc2)cc1	97	4	5	96	-2	93	100	101
CCc1nc(N2CCCCC2C(=O)O)c2oc3ccccc3c2n1 (configuration not stated)	94	12	-7	97	17	95	96	93
Cc1c(Cl)c([N+](=O)[O-])nn1CCCC(=O)O	104	6	1	107	-1	102	107	99
CCOc1ccc(S(=O)(=O)Nc2ccc(C(=O)N/N=C(\C)c3ccc(-n4ccnc4)cc3)cc2)cc1	97	-11	5	102	54*	101	nt	104
O=C(Nc1ccc(F)c(F)c1)C1CCCN(S(=O)(=O)c2cccc3nonc23)C1 (configuration not stated)	101	3	-9	102	-1	100	102	103
CC1CCN(c2cc(N(C)CCO)c([N+](=O)[O-])c3nonc23)CC1	104	5	3	98	5	105	90	103
Cn1c(=O)c2c(nc(OCc3ccc4c(c3)OCO4)n2Cc2ccccc2Cl)n(C)c1=O	91	7	7	99	3	96	91	97
CCc1ccc(NC(=O)C2CCCN2S(=O)(=O)c2ccc3c(c2)C(C)(C)C(=O)N3C)cc1 (configuration not stated)	94	-1	-3	93	0	93	99	98
Cc1ccccc1OCCNC(=O)CNC(=O)c1ccccc1O	95	7	0	97	4	94	100	103
CCOC(=O)NN1C(=O)c2ccccc2NC12CCCC2	106	-3	-2	106	2	102	99	104
CCCN(CCC)C(=S)NC(=O)c1ccc(-c2ccccc2)cc1	99	-5	1	103	-4	103	107	104
Cc1[nH]c2ccc3ncccc3c2c1C	101	3	-1	97	8	101	85	101
Cc1ccc(NC(=O)C2CCCN(S(=O)(=O)c3cccc4nonc34)C2)cc1 (configuration not stated)	105	1	-8	96	8	99	99	99
COc1cc2c(cc1OC)CN(c1ccc(C(N)=O)cc1[N+](=O)[O-])CC2	98	5	2	107	0	103	104	105
CC(=O)N1c2ccc(S(=O)(=O)NCCC(=O)NC3CCC(C)CC3)cc2CC1C (configuration not stated)	125	-3	-1	122	4	91	129	109
CCN(C(=O)COC(=O)c1nc2nc(C)cc(C)n2n1)C1CCS(=O)(=O)C1 (configuration not stated)	110	4	-5	103	1	111	110	108
CC(=O)N(C)c1ccc(NC(=O)Nc2ccc(C)c(C)c2)cc1	96	6	-2	97	3	98	91	98
C=CCOc1cccc(C2/C(=C(\O)c3ccc4c(c3)OCCO4)C(=O)C(=O)N2CCN2CCOCC2)c1 (configuration not stated)	112	-14	0	121	4	109	120	111
Cc1ccc(OCCNC(=O)/C=C/c2ccc([N+](=O)[O-])cc2)cc1C	81	4	-3	95	2	93	91	95

Full records from above:
Profile of `CCN(C(=O)COC(=O)c1nc2nc(C)cc(C)n2n1)C1CCS(=O)(=O)C1` (configuration not stated) : CIT2-GFP yeast = 110; procasp7 counter = 4; procasp3 activ = -5; AGP1-GFP MLPCN = 103; AHR act = 1; RPL19A-GFP yeast = 111; LAP4 TOR yeast = 110; MEP2 TOR yeast = 108
Profile of `COC(=O)c1c(C)oc2ccc(N(C(=O)Oc3ccccc3)S(=O)(=O)c3ccccc3)cc12` : CIT2-GFP yeast = 109; procasp7 counter = 4; procasp3 activ = -2; AGP1-GFP MLPCN = 100; AHR act = 0; RPL19A-GFP yeast = 104; LAP4 TOR yeast = 111; MEP2 TOR yeast = 128
